CCHF vOTU inh – blocks the CCHF virus ovarian tumor domain protease. CCHFV vOTU protease, Pep-AMC fluorescence. inhibition, % at 11.5 µM. 370,000 compounds, 0.55% hits; also: 0% = vehicle wells with enzyme and 100% = no enzyme wells
FBA Mtb inh – inhibitors of M. tuberculosis fructose-bisphosphate aldolase; P9WQA3; inhibition, % at 1 µM; AID 588726; purified M. tuberculosis FBA, fluorescence read-out; 360,000 compounds, 2.3% hits; in the data active = inhibition above about 27%;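 also: 0% = vehicle and 100% = reference inhibitor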
MazF activator – activators of E. coli MazEF toxin-antitoxin RNase. P0AE70. FAM/BHQ RNA-DNA oligo cleavage fluorescence, 5 h. activation, % at 20 µM. 350,000 compounds, 0.32% hits; in the data active = activation above about 50%
Target sequence (P0AE70 whole entry, looked up): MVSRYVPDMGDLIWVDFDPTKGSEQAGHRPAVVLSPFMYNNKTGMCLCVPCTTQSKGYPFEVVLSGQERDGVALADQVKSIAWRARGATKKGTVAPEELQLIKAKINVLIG
DUSP3 inh – inhibitors of human VHR1 phosphatase (DUSP3); 290,000 compounds, 0.52% hits; P51452; recombinant VHR phosphatase, pNPP absorbance; inhibition, % at 13.3 µM; in the data active = inhibition above about 50%; also: some compounds called inactive have numbers as strong as hits
GDH-TPI counter – inhibits GDH-TPI coupling enzymes, artifact for Mtb FBA screen; GDH-TPI coupled enzyme counterscreen, NADH absorbance; inhibition, % at 4.8 µM; 360,000 compounds, 1.2% hits;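 also: 0% = DMSO wells and 100% = wells lacking the enzyme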
FadD28 FP inh – blocks FadD28 binding to the bisubstrate probe; inhibition, % at 12.5 µM; fluorescence polarization; 360,000 compounds, 0.22% hits; in the data active = inhibition above about 8.5%, passing the limit was not always enough; inconclusive = no clear call, values can overlap the other calls
Mtb BioA inh – BioA (M. tuberculosis) enzyme inhibition | 360,000 compounds, 0.096% hits | purified M. tuberculosis BioA enzyme, plate reader | inhibition, % at 9.99 µM | AID 602481; in the data active = inhibition above about 40%; inconclusive = no clear call, values can overlap the other calls
UGM FP inh – inhibitors of M. tuberculosis UDP-galactopyranose mutase; P9WIQ1; purified UGM, fluorescence polarization probe displacement; inhibition, % at 10 µM; 320,000 compounds, 0.06% hits; in the data active = inhibition above about 10%, passing the limit was not always enough; inconclusive = no clear call, values can overlap the other calls
Target sequence (P9WIQ1 whole entry, looked up): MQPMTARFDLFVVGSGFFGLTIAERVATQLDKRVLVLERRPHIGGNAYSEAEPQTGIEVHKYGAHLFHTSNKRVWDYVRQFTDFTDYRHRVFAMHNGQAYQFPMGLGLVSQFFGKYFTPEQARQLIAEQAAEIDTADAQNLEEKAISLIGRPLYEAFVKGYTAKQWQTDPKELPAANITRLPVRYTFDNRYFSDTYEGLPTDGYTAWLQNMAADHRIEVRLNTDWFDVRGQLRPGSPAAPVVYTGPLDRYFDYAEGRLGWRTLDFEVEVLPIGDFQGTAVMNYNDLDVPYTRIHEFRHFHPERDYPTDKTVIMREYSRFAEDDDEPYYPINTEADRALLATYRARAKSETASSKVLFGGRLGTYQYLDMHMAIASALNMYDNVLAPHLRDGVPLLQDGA
Rv3671c inh – inhibits the M. tuberculosis serine protease Rv3671c. P9WHR9. inhibition, % at 5.96 µM. 320,000 compounds, 0.048% hits. AID 2606; in the data active = inhibition above about 38%;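 also: extracellular domain of Rv3671c used as enzyme; 0% = enzyme with DMSO and 100% = no enzyme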
Target sequence (P9WHR9 whole entry, looked up, the tested form may be a part): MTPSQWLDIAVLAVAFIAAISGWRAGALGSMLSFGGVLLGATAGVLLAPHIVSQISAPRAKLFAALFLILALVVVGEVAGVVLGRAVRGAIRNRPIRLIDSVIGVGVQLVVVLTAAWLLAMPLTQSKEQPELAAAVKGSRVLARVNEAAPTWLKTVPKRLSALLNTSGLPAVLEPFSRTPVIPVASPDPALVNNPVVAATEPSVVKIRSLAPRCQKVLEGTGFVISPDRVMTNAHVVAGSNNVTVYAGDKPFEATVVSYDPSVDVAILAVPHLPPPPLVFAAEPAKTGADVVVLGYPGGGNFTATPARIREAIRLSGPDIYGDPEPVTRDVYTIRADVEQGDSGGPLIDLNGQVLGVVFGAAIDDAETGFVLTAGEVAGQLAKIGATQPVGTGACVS
BoNT F protease – BoNT F light chain protease inhibition; Multiplex microsphere protease cleavage assay, flow cytometry; inhibition, % at 10 µM; 360,000 compounds, 0.22% hits; AID 588497; in the data active = inhibition above about 35%, passing the limit was not always enough; inconclusive = no clear call, values can overlap the other calls; also: plate controls were buffer without enzyme for full effect and enzyme alone for no effect
The depositor's hits bear a star; ? = inconclusive; . = not tested or not shown; + = active, no number. Rule as the data show it, unless noted: active = inhibition above about 30%; inactive = the rest.

SMILES	DUSP3 inh	Rv3671c inh	MazF activator	BoNT F protease	FadD28 FP inh	CCHF vOTU inh	Mtb BioA inh	GDH-TPI counter	UGM FP inh	FBA Mtb inh
CCC(C)NS(=O)(=O)c1ccc(NC(=O)C2CCN(C(=O)c3ccco3)CC2)cc1 (centres undefined)	19	-6	-4	16	-3.3	6	1.6	1	-0.8	0
O=C1C(=O)N(CCN2CCOCC2)C(c2ccccn2)/C1=C(/O)c1ccc(F)cc1 (centres undefined)	17	3	5	0	-2.6	1	0.2	-2	1.3	-5
CCC1Nc2ncnc(N3CCN(c4ccccc4)CC3)c2N(Cc2ccc(C)cc2)C1=O (centres undefined)	.	4	-11	-12	-0.7	7	-1.4	8	-2.2	2
Cn1ccnc1SCC(=O)Nc1cc(S(=O)(=O)N2CCOCC2)ccc1Cl	-10	-1	4	0	0.9	-4	.	8	-2.1	6
OC(c1ccccc1)C(O)C(c1ccccc1)N1CCCCC1 (centres undefined)	.	.	11	-6	-2.1	8	0.4	1	.	0
COC(=O)c1ccc2c(C)c(C3(O)CCCCC3)[nH]c2c1	.	-4	8	-3	-2.9	-215	8.2	17	-3.2	+
Cc1c(NC(=O)/C=C/c2cccs2)c(=O)n(-c2ccccc2)n1C	24	3	3	-1	-0.7	0	-1.0	11	1.3	-4
N#CC(C(=O)O)=C1CCCC1	22	10	1	-21	0.5	4	-2.9	1	2.0	8
COc1ccc(S(=O)(=O)Nc2ccc3ccccc3c2)cc1C	-7	-54	5	-6	-6.1	12	-0.8	10	-0.2	-1
CC(=O)N1N=C(c2ccccc2)OC1(C)CC(=O)Nc1ccccc1 (centres undefined)	22	5	-8	-1	-0.6	-7	-0.6	-5	0.8	7
COc1ccccc1-c1nnc(SCC(=O)N2CCOCC2)n1-c1ccccc1	15	3	-3	-2	0.0	11	-2.4	8	-1.9	5
c1ccc(CCn2nnnc2C(c2cccs2)N2CCN(Cc3ccc4c(c3)OCO4)CC2)cc1 (centres undefined)	28	-1	0	-8	-1.4	10	-0.4	1	3.3	-1
Cc1ccnc(N2CCC(C(=O)Nc3ccc4c(c3)OCO4)CC2)n1	10	-1	0	1	-4.1	-4	-2.0	-6	0.0	1
COc1cc(/C=N/NC(=O)c2cnccn2)ccc1O	34	2	5	-3	3.1	7	.	34*	-4.4	-4
Cc1nc2ccccn2c1C(=O)CSc1ccc(Cl)cc1Cl	23	-14	45	-7	-2.8	-4	-1.7	0	1.4	1
N#Cc1ccc2ccn(CC(=O)NC3CCCCC3)c2c1	18	-2	14	0	0.1	-5	-0.5	3	-3.1	10
C[C@@H](NC(=O)[C@@H]1Cc2ccccc2CN1C(=O)OC(C)(C)C)C(=O)NC1CCCCC1	17	-10	-2	0	0.9	24	.	2	1.9	2
O=C1NC(=O)C(Cc2ccc(Cl)cc2)(c2ccccc2)N1 (centres undefined)	.	.	8	0	-4.7	2	-0.5	-5	.	-1
COCCN(C(=O)CSc1ncccn1)c1c(N)n(Cc2ccccc2)c(=O)[nH]c1=O	.	7	3	?	-1.5	2	2.3	2	1.9	4
C/C(=N\Nc1ccc(Cl)c(C(=O)O)c1)c1ccc(Br)s1	14	4	-16	1	?	17	-0.1	14	3.5	2
CC(=O)Nc1ccc(NC(=O)CSc2ncc(C(=O)Nc3ccc(F)cc3)c(=O)n2C)cc1	.	-6	-22	-7	-1.6	-8	-0.3	12	0.1	3
CC1(Cc2ccc(Cl)cc2)C(=O)Nc2c(Cl)ccc(Cl)c21 (centres undefined)	.	.	.	-4	-3.7	1	1.0	-4	.	2
O=C(COC(=O)c1ccc(S(=O)(=O)Nc2ccccc2)cc1)NCCC1=CCCCC1	2	-13	0	2	-3.8	2	.	6	2.1	-1
CC(NC(=O)c1ccc(S(C)(=O)=O)cc1)c1cccc2ccccc12 (centres undefined)	23	-3	8	6	-4.3	-4	-2.9	-4	-0.1	0
Cc1ccc(NC(=O)C2(S(=O)(=O)c3ccc(C)cc3)CC2)cc1	-25	-1	-5	-5	-0.4	.	-0.9	-9	-1.6	1

Profiles as entered above.
`CC(=O)N1N=C(c2ccccc2)OC1(C)CC(=O)Nc1ccccc1` (centres undefined) is listed with DUSP3 inh: 22; Rv3671c inh: 5; MazF activator: -8; BoNT F protease: -1; FadD28 FP inh: -0.6; CCHF vOTU inh: -7; Mtb BioA inh: -0.6; GDH-TPI counter: -5; UGM FP inh: 0.8; FBA Mtb inh: 7
`Cc1c(NC(=O)/C=C/c2cccs2)c(=O)n(-c2ccccc2)n1C` is listed with DUSP3 inh: 24; Rv3671c inh: 3; MazF activator: 3; BoNT F protease: -1; FadD28 FP inh: -0.7; CCHF vOTU inh: 0; Mtb BioA inh: -1.0; GDH-TPI counter: 11; UGM FP inh: 1.3; FBA Mtb inh: -4

Other entries:
SMILES	DUSP3 inh	Rv3671c inh	MazF activator	BoNT F protease	FadD28 FP inh	CCHF vOTU inh	Mtb BioA inh	GDH-TPI counter	UGM FP inh	FBA Mtb inh
COc1ccc(C(=O)n2cnc(N)n2)cc1	17	9	3	8	-2.1	-10	1.1	-13	-0.4	-2
CCOc1ccc(/C=C/C(=O)c2ccc(-c3ccccc3)cc2)cc1	1	-24	-13	2	-2.1	-5	.	11	2.3	0
COc1ccccc1N1CCN(C(=O)Cn2c(=O)[nH]c3ccsc3c2=O)CC1	27	5	2	3	-0.7	10	-3.0	5	-1.3	-1
COc1ccc(/C=N/NC(=O)c2cc(-c3cccc(C)c3)nc3ccccc23)cc1O	.	-20	0	-11	-1.9	6	.	20	-1.3	3
Cc1ccc(C(=O)Oc2ccc(N3C(=O)CCC3=O)c(C)c2)cc1	22	1	4	-2	-0.1	3	-2.7	-2	-2.4	0
O=C(Cc1ccc(Cl)cc1)NC(=S)Nc1ccccc1N1CCOCC1	-4	-27	-7	-11	-6.2	24	2.9	-3	-2.2	-2
O=C(Nc1ccccc1)C1C2/C=C\CCCCC21 (centres undefined)	23	2	-17	-1	0.0	1	.	7	-1.1	3
Cc1ccc(C)c(NC(=O)Nn2cnnc2)c1	-3	5	3	-14	.	14	0.7	6	-4.2	6
CC1CC(C)CN(CCCNC(=O)CN2C(=O)c3cccnc3Oc3ccccc32)C1 (centres undefined)	48	-6	-5	1	0.8	-12	-4.5	14	-1.7	0
O=C(NNC(=O)c1ccc(O)c(Cl)c1)c1cccc(S(=O)(=O)N2CCOCC2)c1	.	-13	-16	-12	-1.2	5	.	11	2.2	3
CNc1c(NS(=O)(=O)c2ccc(Cl)cc2)c(=O)oc2ccccc12	12	5	4	18	-1.0	1	-2.1	4	2.2	9
O=C1C(=Cc2cccs2)Oc2ccccc21	.	.	6	2	-2.7	3	-1.1	8	.	-2
CC(=O)OC(C(=O)NC1CCCCC1)c1ccc(Cl)cc1 (centres undefined)	43	-11	2	8	-2.5	-3	-0.1	-2	2.3	-4
CCOC(=O)N1CCN(C(=O)c2ccc3c(c2)NC(=O)/C(=C\c2cccc(C)c2)S3)CC1	24	-31	-25	7	-2.5	-14	-1.3	16	-1.5	3
O=C(NCc1cccs1)C1CCCN1C(=O)Nc1cccc(Cl)c1 (centres undefined)	26	-1	2	0	-2.5	2	.	-11	1.2	-9
Cc1cc(N2CCCC2=O)cc(C)c1S(N)(=O)=O	-4	-1	0	9	-2.9	4	-0.6	4	0.6	3
CCN(CC(=O)Nc1c(F)cccc1F)C(=O)c1cccnc1SC	-10	-1	2	-11	-0.7	0	-0.7	1	-1.5	1
O=C(O)CCC(=O)Nc1ccc(Br)c(Cl)c1	34	5	-3	-2	-0.2	15	-1.1	5	2.3	3
CCOc1cc(/C=C/C(=O)OCC(=O)NCCN2C(=O)CSC2=O)ccc1OCC(C)C	.	-10	2	-8	-3.2	19	-0.6	16	-1.7	5
CSc1ccccc1C(=O)Nc1ccccc1C	30	6	10	-3	-5.4	-9	.	5	0.4	0
Clc1cccc(OCCOCCN2CCNCC2)c1Cl	.	-5	9	-8	-2.8	7	1.7	-8	-1.4	1
O=C(N/N=C/c1ccc(Cl)cc1)c1n[nH]c2c1CCCC2	-5	-3	-7	8	0.7	8	.	2	-3.1	-2
Cc1noc(C)c1S(=O)(=O)N1CCCC(C(=O)N2CCC(C)CC2)C1 (centres undefined)	4	-5	3	-17	-14	-2	-1.8	5	0.6	1
CN(Cc1ccccc1)C(=O)CCn1c(=O)oc2ccccc21	25	8	5	-6	0.5	2	1.7	-3	0.5	0
Cc1sc(NC(=O)C2CC=CCC2C(=O)O)c(C(=O)OC(C)C)c1C (centres undefined)	-12	1	-8	-1	-0.1	0	2.6	8	-0.2	4
O=C(CN1C(=O)C(=O)c2ccccc21)OCN1C(=O)c2ccccc2C1=O	20	1	6	1	-3.5	2	0.9	-3	0.7	5
CCN(CC)c1ccc(N2C(=NC(=O)C3CC3)SC3CS(=O)(=O)CC32)cc1 (centres undefined)	6	5	7	3	-1.7	5	-1.4	12	3.8	3
CCCC[C@H]1COCCS(=O)(=O)N1Cc1ccc(Br)cc1	-18	-3	1	-1	-5.2	15	0.8	0	0.6	-1
Cn1cc(S(=O)(=O)Nc2cccc(F)c2)c(=O)n(C)c1=O	11	-4	-2	-11	0.0	-4	-2.2	8	-1.2	0
CCCCSc1nc2sc3c(c2c(=O)[nH]1)CC(C)(CC)OC3 (centres undefined)	17	7	6	5	-1.8	12	-1.1	13	-3.3	-1
C(=N\N1CCOCC1)/c1nc(-c2ccccc2)n2ccccc12	7	-7	-18	4	-1.3	2	.	34*	1.2	1
C/C(CCC1CC(C)OC1=O)=N/Nc1nc(-c2ccccc2)cs1 (centres undefined)	-11	10	-5	-6	-2.4	14	.	8	0.7	3
O=C(Nc1cccc(NC(=O)c2cccs2)c1)c1ccc2c(c1)OCCO2	12	-25	1	-6	-5.5	15	.	5	-0.5	-7
CCCCn1c(O)c(C(C)=Nc2cccc(C(=O)O)c2)c(=O)[nH]c1=O	9	2	4	0	0.0	-7	-4.2	15	0.1	21
CC(C)(C)c1ccc(C2=CSC3=NCCN23)cc1	-2	-1	10	-8	-3.4	-8	-0.7	4	-1.4	0
Cc1nn(-c2ccccc2)c(N2CCCC2)c1/C=N/n1cnc2scc(-c3ccccc3)c2c1=O	22	7	1	-4	-2.0	-1	-0.9	1	2.8	0
Cn1c(=O)c2c(-c3ccccc3)n(-c3cc(Cl)c([N+](=O)[O-])cc3O)cc2n(C)c1=O	.	.	.	-127	-2.2	2	1.7	.	.	0
CCc1noc(C)c1C(=O)Nc1cc(S(=O)(=O)N2CCOCC2)ccc1OC(C)C	.	0	1	-7	16*	-5	0.8	-5	-1.5	-2
CCOc1ccc(CN(C)C(=O)Cc2c[nH]c3ccccc23)cc1	31	.	1	-2	-0.5	-1	2.9	2	1.4	1
CCNC(=O)C1CCCN(C(=O)c2ccc3ccccc3c2)CC1 (centres undefined)	.	.	.	4	-1.1	2	0.3	12	.	2
COc1ccccc1C1Nc2ccccc2NC2=C1C(=O)CC(C)(C)C2 (centres undefined)	9	6	-18	37*	-2.5	19	-1.3	26	-1.3	-2
CC(C)NC(=O)CSc1nnc(-c2ccc(S(=O)(=O)N3CCCC3)cc2)n1CC1CCCO1 (centres undefined)	19	2	5	-5	0.7	-4	-1.1	2	-0.7	-1
COc1ccccc1CNc1ccc(N2CCCCC2)cc1	-1	-8	-13	-13	-0.8	.	-2.1	13	-1.8	-2
O=C(Cn1c(=O)n(CC(=O)N2CCCCC2)c(=O)c2sccc21)NCc1ccccc1	25	5	0	6	-1.4	24	.	0	0.7	0
CCOc1cc(NC(=O)c2ccco2)c(OCC)cc1NC(=O)Cc1ccc(OC)c(OC)c1	42	4	-5	5	-3.9	-4	-3.1	9	-2.6	-1
CCOC(=O)CSc1nc(COc2ccccc2)nc2ccccc12	18	-8	11	-28	-1.3	11	0.7	6	0.5	1

Screens (PubChem BioAssay)
